Bioassay records (PubChem BioAssay)
PLK1 kinase inh: inhibitors of human PLK1 kinase. P53350. recombinant PLK1 kinase, TR-FRET peptide phosphorylation. inhibition, % at 10 µM. hit rate 0.53% among 97,000;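 active = inhibition of 50% or more in the single-concentration screen; inactive = inhibition below 50%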;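 note: 0% = DMSO max control and 100% = H-89 dihydrochloride min control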
Target sequence (P53350 whole entry, looked up): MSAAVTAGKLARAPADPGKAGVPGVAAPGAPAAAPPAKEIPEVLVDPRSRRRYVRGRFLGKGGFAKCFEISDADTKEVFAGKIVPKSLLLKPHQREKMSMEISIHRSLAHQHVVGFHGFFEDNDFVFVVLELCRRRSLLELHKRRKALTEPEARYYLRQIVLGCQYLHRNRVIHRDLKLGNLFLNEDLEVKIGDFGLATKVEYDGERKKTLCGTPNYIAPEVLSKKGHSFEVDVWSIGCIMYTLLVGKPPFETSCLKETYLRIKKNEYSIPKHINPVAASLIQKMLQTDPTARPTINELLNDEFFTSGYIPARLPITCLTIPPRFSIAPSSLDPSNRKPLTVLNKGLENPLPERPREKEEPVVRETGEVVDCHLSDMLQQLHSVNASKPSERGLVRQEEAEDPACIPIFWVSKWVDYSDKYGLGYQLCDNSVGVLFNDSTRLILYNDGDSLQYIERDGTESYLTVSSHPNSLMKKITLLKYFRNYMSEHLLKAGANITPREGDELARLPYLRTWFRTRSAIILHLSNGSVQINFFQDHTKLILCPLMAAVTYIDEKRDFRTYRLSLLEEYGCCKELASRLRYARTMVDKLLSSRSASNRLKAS
CD11b adhes enh: enhancers of human CD11b/CD18 binding to fibrinogen; activation, % at 10 µM; K562 CD11b/CD18 adhesion to fibrinogen, ATPlite luminescence; hit rate 0.07% among 93,000; AID 1499;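 active = 10 µM primary screen giving 50% or more activity, confirmed by 40% or more on retest at that dose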; note: strong numbers were not always called active
FAK inh: inhibitors of human focal adhesion kinase | inhibition, %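 (tested at 7 µM)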 | AID 727 | hit rate 0.84% among 97,000 | biochemical FAK kinase activity assay | Q05397; in the data active = inhibition above about 19%;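 note: 0% = DMSO and 100% = reference compound high control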
ERa coact inh: ER-alpha (human) coactivator binding inhibition | hit rate 1.7% among 86,000 | inhibition, % at 25.6 µM | TR-FRET ER-alpha LBD / SRC-1 peptide, estradiol-bound; in the data active = inhibition above about 50%;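 note: 0% = receptor plus peptide control and 100% = peptide only without receptor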
Plk1 PBD FP: blocks phosphopeptide binding to human Plk1 polo box domain; P53350; Plk1 PBD phosphopeptide binding, fluorescence polarization; inhibition, %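 (tested at about 20 µM)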; hit rate 0.13% among 97,000; in the data active = inhibition above about 34%, passing the limit was not always enough
Rev-RRE block: HIV Rev-RRE protein-RNA interaction inhibition; hit rate 0.79% among 97,000; inhibition, % at 8 µM; Rev peptide-RRE RNA binding, FRET;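 active = inhibition above the screen-wide mean plus 3 SD, cut at about 35% in these data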;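 note: 0% = median DMSO wells and 100% = median Neomycin B control wells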
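System: Cy5-labelled duplex RRE RNA binding fluorescein-labelled HIV Rev peptide; Signal: fluorescein-to-Cy5 FRET, 480 nm excitation; Also added: labelled Rev peptide; Compound: one concentration, 8 µM nominal; Buffer or medium: HEPES pH 7.5 salt buffer with EDTA; Read-out: % inhibition of FRET ratio versus controls; Schedule: 5 min preincubation and 15 min binding, 25 °C.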
Mac1 fbg inh: blocks human CD11b/CD18 adhesion to fibrinogen; P05107+P11215; K562 CD11b/CD18 adhesion to fibrinogen, ATPlite luminescence; Mn2+ added to activate the integrin; inhibition, % at 10 µM; hit rate 0.54% among 93,000; AID 1497;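 active = primary inhibition of 50% or more at 10 µM, then 40% or more on retest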; note: some results filed as inactive read as strong as hits
ERb coact inh: blocks coactivator binding to human estrogen receptor beta | Q92731 | inhibition, % at 25.6 µM | AID 633 | hit rate 1.3% among 86,000 | TR-FRET ER-beta LBD / SRC1-Cy5 peptide binding; receptor agonist-loaded with 1 µM estradiol;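 active = compounds whose percent inhibition of the receptor-coactivator binding signal exceeds about 50% in the single-dose screen, limit read from the data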;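 note: 0% = receptor plus peptide wells without compound and 100% = peptide-only wells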
Target sequence (Q92731 whole entry, looked up, the tested form may be a part): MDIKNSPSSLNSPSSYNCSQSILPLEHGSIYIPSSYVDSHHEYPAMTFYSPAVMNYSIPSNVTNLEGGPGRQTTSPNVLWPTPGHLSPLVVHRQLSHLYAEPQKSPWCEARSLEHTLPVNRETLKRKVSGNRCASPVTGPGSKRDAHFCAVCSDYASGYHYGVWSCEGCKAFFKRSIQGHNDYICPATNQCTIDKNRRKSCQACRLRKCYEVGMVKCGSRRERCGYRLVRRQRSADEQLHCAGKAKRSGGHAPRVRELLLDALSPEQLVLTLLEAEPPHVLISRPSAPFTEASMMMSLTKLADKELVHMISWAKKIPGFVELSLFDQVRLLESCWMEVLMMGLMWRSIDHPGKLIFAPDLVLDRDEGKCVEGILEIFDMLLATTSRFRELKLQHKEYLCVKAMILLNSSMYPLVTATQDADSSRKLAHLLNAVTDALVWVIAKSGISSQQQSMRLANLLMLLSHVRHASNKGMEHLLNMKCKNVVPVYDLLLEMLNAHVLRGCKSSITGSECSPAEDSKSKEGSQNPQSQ
ERa SRC1 pot: enhances coactivator binding to human estrogen receptor alpha; P03372; TR-FRET ERalpha-LBD/SRC-Cy5 coactivator binding, 2 h; 100 = basal binding, no effect; coactivator binding (% of control), % at 25.6 µM; hit rate 1.3% among 86,000; AID 639; in the data active = activity above about 200%;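 note: binding measured in presence of low estradiol as agonist stimulus; 0% = peptide alone without receptor and 100% = receptor with peptide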
* hit, by the source's call; · = not tested or not shown; [ ] = another dose, or the depositor's remark.

SMILES	PLK1 kinase inh	CD11b adhes enh	FAK inh	ERa coact inh	Plk1 PBD FP	Rev-RRE block	Mac1 fbg inh	ERb coact inh	ERa SRC1 pot
CC1=C(C(=O)Nc2ccc(Br)cc2)C(c2ccco2)NC(=O)N1 (stereo not drawn)	-2	-3	3	-8	-2	-3	3	2	117
Cc1cc(C)n2nc(NCc3cccc(Br)c3)nc2n1	-9	4	-1	-1	-20	1	-23	6	93[fluorescence artefact?]
CC(NC(=O)c1cc(-c2cccs2)on1)c1ccccc1 (stereo not drawn)	-4	6	5	-7	-2	0	0	-7	117
O=C(NCCSCc1ccc(Cl)cc1Cl)c1ccc(CN2CCOCC2)cc1	-5	-6	-1	·	-26	4	71	·	·
CC(C)(C)n1nnnc1C(c1ccncc1)N1CCN(C2CCCCC2)CC1 (stereo not drawn)	-6	-1	-5	2	-18	5	-13	-15[fluorescence artefact?]	103
Cn1c(=O)c2c(nc(SCC(=O)NCc3ccc4c(c3)OCO4)n2Cc2ccc(Cl)cc2)n(C)c1=O	-4	·	12	85*[fluorescence artefact?]	4	3	·	54*[fluorescence artefact?]	32
CCn1c(SCC(=O)N2CCC(C(N)=O)(N3CCCCC3)CC2)nc2ccccc2c1=O	-12	·	0	-25	1	2	·	-35	98
CCOc1ccc(C(F)(F)F)cc1NC(=O)c1ccc(OC)c([N+](=O)[O-])c1	-12	·	3	·	-9	12	·	·	·
Cc1csc2nc(CSc3nc4ccccc4o3)cn12	-3	-2	3	-12	11	3	24	-6[fluorescence artefact?]	116
Cn1c(=O)c2c(nc(N3CCOCC3)n2CC(=O)c2ccccc2)n(C)c1=O	·	-5	·	-8	·	·	2	-7	120
O=C(Nc1ccc(-n2ccnc2P(=O)(O)c2ccccc2)cc1)c1ccccc1Br	-14	-4	23*	·	13	-1	-4	·	·
Cc1nn(-c2cc(N3CCNCC3)ccc2[N+](=O)[O-])c(=O)c2ccccc12	-4	·	-3	5	3	-6	·	-1	120
CCOc1ccccc1N1CCN(S(=O)(=O)c2ccc3c4c(cccc24)C(=O)N3)CC1	-8	58	5	39[fluorescence artefact?]	26	3	4	56*[fluorescence artefact?]	55[fluorescence artefact?]
CCOC(=O)c1ccc(NC(=O)C2CC2)cc1	-6	-2	-3	1	24	5	0	5	120
CCCNc1nc(N2CCOCC2)nc(N2CCOCC2)n1	6	1	-3	-2	-5	3	-3	55*	133
OCCN1CCN(CC(O)COc2ccc3c(c2)OCO3)CC1 (stereo not drawn)	1	0	-2	7[fluorescence artefact?]	-14	6	30	4	107
O=C(NCCN1CCOCC1)Nc1ccc(Cl)cc1	-14	-4	1	-14[fluorescence artefact?]	-30	7	-13	-14[fluorescence artefact?]	93
COC(=O)c1ccccc1NC(=O)CSc1nnnn1C1CCCCC1	-3	4	1	1	6	13	-17	-7	93[fluorescence artefact?]
COc1ccc(CCNC(=O)c2ccn[nH]2)cc1OC	-2	·	-1	-8	7	-1	·	-14	121
O=c1c2ccccc2nnn1Cc1nnc(-c2ccccc2Br)o1	-9	2	9	35	-3	10	5	26	84[fluorescence artefact?]

6 compounds from above, ordered by the value under Plk1 PBD FP, smallest number first.
smiles | Plk1 PBD FP
CCOc1ccc(C(F)(F)F)cc1NC(=O)c1ccc(OC)c([N+](=O)[O-])c1 | -9
O=c1c2ccccc2nnn1Cc1nnc(-c2ccccc2Br)o1 | -3
CC1=C(C(=O)Nc2ccc(Br)cc2)C(c2ccco2)NC(=O)N1 (stereo not drawn) | -2
COc1ccc(CCNC(=O)c2ccn[nH]2)cc1OC | 7
O=C(Nc1ccc(-n2ccnc2P(=O)(O)c2ccccc2)cc1)c1ccccc1Br | 13
CCOc1ccccc1N1CCN(S(=O)(=O)c2ccc3c4c(cccc24)C(=O)N3)CC1 | 26

Carrying on.
SMILES	PLK1 kinase inh	CD11b adhes enh	FAK inh	ERa coact inh	Plk1 PBD FP	Rev-RRE block	Mac1 fbg inh	ERb coact inh	ERa SRC1 pot
COC(=O)Cc1n[nH]c(=S)[nH]c1=O	-21	3	3	-3	-13	8	-4	2	116
CC(C(=O)Nc1ccccc1-c1ccccc1)N1CCCCC1 (stereo not drawn)	-3	-4	-3	-3	7	8	-11	-5	88
Cc1cccc(NS(=O)(=O)c2ccc(Oc3ccccc3)cc2)n1	-10	-1	-1	4	12	5	31	-2	99[fluorescence artefact?]
CC(=O)Nc1sc(NC(=O)c2ccc(C)cc2)nc1-c1cccs1	-17	·	-4	-39	7	-4	·	-11	114
O=C(O)CCCC(=O)NCCc1ccncc1	-16	6	1	-12	-8	9	-46	-4	107
Cc1[nH]c2ccccc2c1C(=O)CN1CCCC1	-6	-1	8	1	-8	10	-3	2[fluorescence artefact?]	102
C=CCSC1=NC(N)=C(C#N)C2(CCCCC2)C1C(N)=O (stereo not drawn)	·	-3	·	-8	·	·	-5	-2	98
Cc1onc(-c2ccccc2)c1C(=O)N1CCN(C(=O)c2ccco2)CC1	-13	-5	-3	-12	-10	6	-1	-10	98
COc1cccc(N2CC(O)=C(c3nc4ccccc4c(=O)[nH]3)C2=N)c1	-1	0	3	-2	-23	2	-2	-12	178
CN(CC(=O)NCCc1ccccc1)S(=O)(=O)c1cccs1	-2	0	-2	7	-8	8	-6	2	99
Nc1nc2n(n1)C(c1ccco1)CC(c1ccccc1)N2 (stereo not drawn)	-9	·	2	-16	17	6	·	-23	103
Cc1ncc(CSc2nnnn2-c2ccccc2)c(N)n1	-4	1	3	-4	-6	6	-15	-3	117
O=C(CSc1ncn[nH]1)OCN1C(=O)c2ccccc2C1=O	-24	8	-3	-7	15	3	-2	-1	107
O=C(Nc1nnc(SCC(=O)N2CCCCC2)s1)c1cccs1	-7	-2	0	-8[fluorescence artefact?]	3	2	0	-14	100
Cc1cccc(-n2c(SCc3cc(=O)n4c(C)cccc4n3)nc3[nH]ncc3c2=O)c1	11	-2	1	-6	16	11	7	53*	82
Nc1nnc2c(n1)CCCC2	-6	-2	21*	-21	1	3	-7	-5	112
COc1ccc(-c2c(C)n([O-])c3c([n+]2=O)CCCC3)c(OC)c1	-9	-5	3	-3	-3	4	7	-3	100
Cc1ccc(C(=O)O)cc1S(=O)(=O)N1CCCC1	-5	-2	-1	-11	-8	7	3	3	100
Cc1ccc(OCCn2c(=O)cnc3ccccc32)cc1	-6	·	3	3	4	6	·	0	96
CCS(=O)(=O)N1CCc2cc(OC)c(OC)cc2C1	-3	·	-1	·	24	6	·	·	·
CCOc1ccc2[nH]c(=O)c(CN(CCc3ccccc3)C(=O)c3cnccn3)cc2c1	-13	1	1	2	-19	9	-3	9	82
Cc1nc(SCCC(=O)O)c2ccccc2n1	·	3	·	0	·	·	-1	-7	128
CC1CCCCN1c1ncnc2ccccc12 (stereo not drawn)	-11	-4	4	·	-15	-2	69*	·	·
Clc1cccc(-c2nc(-c3ccccn3)no2)c1	-8	-4	0	-7	10	0	49	-3	92
O=C(CCCCC(=O)N1CCN(c2ccccc2)CC1)N1CCN(c2ccccc2)CC1	·	4	·	-5	·	·	1	1	100
O=c1c(CN2CCN(c3cccc(Cl)c3)CC2)coc2c(Cl)cc(Cl)cc12	-9	·	4	-3[fluorescence artefact?]	20	11	·	-3[fluorescence artefact?]	94
CN(C(=O)c1ccc(S(=O)(=O)NC2CCCC2)cc1)C1CCCCC1	-15	3	-1	-28	15	4	-10	-33[fluorescence artefact?]	101
CCCCc1ccc(NC(=S)NCc2cccs2)cc1	-13	·	1	-10	-14	0	·	-3	106
O=C(O)CC(C(=O)OCCOc1ccccc1)N1CCOCC1 (stereo not drawn)	-30	-2	-2	-3	-7	15	-9	8	119
CCCOc1cccc(NC(=O)c2cc(C)oc2C)c1	-12	0	1	-11	-3	3	-6	-2	118
Cn1c(=O)c2c(nc(-n3ccnc3)n2Cc2ccccc2)n(C)c1=O	7	2	4	-36	8	10	4	-8	119
Cc1ccc(CNC(=O)CCNC(=O)c2ccco2)cc1	-17	-6	-6	2	9	1	-10	-5[fluorescence artefact?]	101
COc1cccc(CNC(=O)C(=O)NCC2CCCO2)c1 (stereo not drawn)	2	·	-1	-7	-13	10	·	-10	100
O=C(CN1CCN(Cc2ccccc2)C1=O)NCCCN1CCOCC1	7	4	-4	-6	2	11	0	1	118
Cc1[nH]nc(Nc2ccccc2)c1[N+](=O)[O-]	-1	-2	-7	·	10	6	6	·	·
O=C(NCc1ccc(C(F)(F)F)cc1)C12CN(Cc3ccccc3)CC1C(c1cccc([N+](=O)[O-])c1)=NO2 (stereo not drawn)	-5	-1	1	·	33	10	9	·	·
Cc1cc(C)n(-c2nc3c(c(=O)[nH]c(=O)n3C)n2CC(O)COc2ccccc2C)n1 (stereo not drawn)	-18	-1	2	-4	5	6	-8	-2	100
Cc1ccc(C2CC2c2n[nH]c(=S)n2-c2ccc(Cl)cc2)cc1 (stereo not drawn)	2	-3	3	·	20	-6	-8	·	·
O=C(OCC(=O)N1CCN(C(=O)c2ccco2)CC1)c1ccc(S(=O)(=O)N2CCCCC2)cc1	21	-2	10	-16	0	5	-7	9	99
Cc1cc2oc(=O)cc(CN3CCOCC3)c2cc1C	-6	-3	-1	-14	-9	3	20	-16	104
CCOC(=O)CC1=C(C(=O)OCC)C(c2cccnc2)C(C#N)=C(N)O1 (stereo not drawn)	-10	-7	0	-5[fluorescence artefact?]	19	5	12	-3	118
Cc1nc(N2CCN(Cc3ccccc3)CC2)c(C#N)c2c1COC(C)(C)C2	-2	·	-6	0	-3	12	·	5	128
Clc1ccc(/C=N/c2c(-c3ccco3)nc3ccccn23)cc1	-4	-5	-3	12	10	1	9	-13	90[fluorescence artefact?]
CC(C)CCSc1ncnc2c1oc1nc3c(cc12)COC(C)(C)C3	-54	6	3	44[fluorescence artefact?]	7	4	11	54*[fluorescence artefact?]	167[fluorescence artefact?]
CC(C)COc1ccc(-c2nnn(CC(=O)N3CCCC3)n2)cc1	1	3	-4	5	2	-3	-23	-8	102
O=C1CSC(c2cn(-c3ccccc3)nc2-c2cccs2)N1Cc1ccccc1 (stereo not drawn)	6	-3	-1	0	19	1	3	-6	95
O=C1CSC(=O)N1CCOCCN1C(=O)CSC1=O	-3	2	4	-8	6	2	-7	-11	116
C=CCOc1ccc(/C(O)=C2\C(=O)C(=O)N(CCCOC)C2c2ccncc2)cc1 (stereo not drawn)	·	4	·	2	·	·	-27	-2	118
Cc1nc2nc3c(cn2n1)C(=O)CC(c1ccccc1)C3 (stereo not drawn)	16	0	-5	-9	-1	25	13	-6	122[fluorescence artefact?]
COc1ccc(C2=CSC3=C(C(=O)c4cccc(S(=O)(=O)N(C)C)c4)CCN23)cc1	3	16	4	13[fluorescence artefact?]	-32	10	-9	0	21[fluorescence artefact?]

3 of the compounds above, as labelled records.
O=C1CSC(=O)N1CCOCCN1C(=O)CSC1=O
- PLK1 kinase inh = -3
- CD11b adhes enh = 2
- FAK inh = 4
- ERa coact inh = -8
- Plk1 PBD FP = 6
- Rev-RRE block = 2
- Mac1 fbg inh = -7
- ERb coact inh = -11
- ERa SRC1 pot = 116
CC(C)CCSc1ncnc2c1oc1nc3c(cc12)COC(C)(C)C3
- PLK1 kinase inh = -54
- CD11b adhes enh = 6
- FAK inh = 3
- ERa coact inh = 44[fluorescence artefact?]
- Plk1 PBD FP = 7
- Rev-RRE block = 4
- Mac1 fbg inh = 11
- ERb coact inh = 54*[fluorescence artefact?]
- ERa SRC1 pot = 167[fluorescence artefact?]
CC(C)COc1ccc(-c2nnn(CC(=O)N3CCCC3)n2)cc1
- PLK1 kinase inh = 1
- CD11b adhes enh = 3
- FAK inh = -4
- ERa coact inh = 5
- Plk1 PBD FP = 2
- Rev-RRE block = -3
- Mac1 fbg inh = -23
- ERb coact inh = -8
- ERa SRC1 pot = 102

Outcome played no part in choosing rows, and some 4.7% of all compounds hit somewhere here.
